Runt-CBFb FRET: Runt domain-CBFb interaction inhibition; inhibition, % at 20 µM; Q01196+Q13951; Cerulean-Runt/Venus-CBFb FRET ratio 530/480, 1 h; hit rate 0.46% among 220,000;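 active = inhibition over about 50% at 20 µM in the single-dose screen, limit read from the data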;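 note: 0% = DMSO wells and 100% = excess unlabeled CBFb competitor control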
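Measured by: fluorescence energy transfer, 422 nm excitation, 530/480 nm emission; test system: Cerulean-tagged RUNX1 Runt domain (FRET donor) fusion protein; buffer or medium: Tris pH 7.5 buffer with BSA; compound: one dose, 20 µM compound, 1% DMSO; times: two 1 h room-temperature incubations shielded from light; benchmarks: unlabeled CBFb 5 µM, positive control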
NPY-Y2 PAM-ag: potentiates or activates human NPY-Y2 receptor | activation, % at 3.6 µM | P49146 | hit rate 0.45% among 220,000 | AID 1359 | cells expressing NPY-Y2, potentiator/agonist read-out; in the data active = activation above about 27%;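 note: cells stimulated with NPY near EC25 plus isoproterenol at EC100; 0% = vehicle plus submaximal agonist and 100% = vehicle plus saturating agonist; some results beyond the cut were filed as inactive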
Target sequence (P49146 whole entry, looked up): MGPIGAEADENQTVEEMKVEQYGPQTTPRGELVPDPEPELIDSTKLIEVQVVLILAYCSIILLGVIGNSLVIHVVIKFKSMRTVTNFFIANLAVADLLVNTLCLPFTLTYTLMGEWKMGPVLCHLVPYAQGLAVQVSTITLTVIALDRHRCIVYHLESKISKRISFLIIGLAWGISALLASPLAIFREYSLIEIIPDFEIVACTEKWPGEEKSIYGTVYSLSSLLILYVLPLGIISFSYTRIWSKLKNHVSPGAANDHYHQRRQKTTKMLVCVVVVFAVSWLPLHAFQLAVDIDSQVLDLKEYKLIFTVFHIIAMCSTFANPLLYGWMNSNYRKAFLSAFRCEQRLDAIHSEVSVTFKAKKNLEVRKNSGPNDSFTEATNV
NPY-Y1 PAM-ag: human NPY-Y1 potentiation or agonism, primary screen. P25929. NPY-Y1 expressing cells, potentiator/agonist activation. activation, % at 3.6 µM. hit rate 0.37% among 220,000; in the data active = activation above about 33%, passing the limit was not always enough;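 note: cells stimulated with NPY at EC10 then isoproterenol at EC100; 0% = low agonist plus stimulus and 100% = saturating agonist plus stimulus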
Target sequence (P25929 whole entry, looked up): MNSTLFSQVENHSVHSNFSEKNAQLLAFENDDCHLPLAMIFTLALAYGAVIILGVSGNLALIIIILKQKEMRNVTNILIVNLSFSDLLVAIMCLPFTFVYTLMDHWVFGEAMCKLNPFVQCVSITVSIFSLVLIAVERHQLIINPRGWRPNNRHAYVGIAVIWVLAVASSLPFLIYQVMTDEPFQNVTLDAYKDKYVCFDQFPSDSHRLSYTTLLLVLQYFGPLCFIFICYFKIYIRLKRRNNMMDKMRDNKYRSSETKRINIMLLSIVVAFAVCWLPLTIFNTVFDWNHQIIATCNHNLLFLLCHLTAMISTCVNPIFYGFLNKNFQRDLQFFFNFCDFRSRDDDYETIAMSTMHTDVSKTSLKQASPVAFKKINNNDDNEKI
NPY-Y1 antag: blocks the human neuropeptide Y Y1 receptor. hit rate 1% among 200,000. inhibition, % at 3.6 µM. HEK293-CNG Y1 cells, membrane potential fluorescence; NPY at EC95, then isoproterenol;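 active = inhibition above the campaign mean inhibition of all tested compounds plus 3 SD, cut at about 20% in these data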;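 note: 0% = DMSO wells given NPY plus isoproterenol and 100% = isoproterenol alone without NPY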
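Material: HEK293 Y1/CNG channel cell line; also added: NPY (25 nM), isoproterenol (1 µM), Ro 20-1724 (25 µM); doses: one concentration, 3.6 µM, in 0.4% DMSO; schedule: compound incubation 1 h at room temperature, readout 45 min post-stimulation; technique: membrane potential fluorescence; measure: fluorescence ratio normalized to % inhibition between controls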
S1P4 agonist: agonists of human S1P4 receptor; O95977; S1P4-expressing cell line, agonist reporter assay; activation, % at 4.98 µM; hit rate 0.35% among 220,000; in the data active = activation above about 11%;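 note: 0% = DMSO vehicle and 100% = reference agonist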
BaF3 tox: reduces parental Ba/F3 cell viability, JAK2V617F counter-screen; inhibition, % at 5.6 µM; hit rate 1.1% among 220,000; AID 1486; CellTiter-Glo ATP luminescence;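 active = inhibition above a per-campaign cutoff, the mean inhibition of all tested compounds plus 3 SD, cut at about 27% in these data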;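 note: 0% = DMSO wells and 100% = JAK Inhibitor I control wells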
S1P4 antagonist: antagonists of human S1P4 receptor; S1P4-expressing cells, antagonist mode, reporter read-out; inhibition, % at 4.98 µM; hit rate 0.26% among 220,000; O95977; AID 1510; in the data active = inhibition above about 29%;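 note: 0% = wells stimulated with agonist and 100% = vehicle wells without agonist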
Ba/F3 V617F tox: reduce viability of Ba/F3 cells dependent on JAK2V617F; Ba/F3 EpoR-JAK2V617F viability, ATP luminescence; inhibition, % at 5.6 µM; hit rate 1.1% among 220,000;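 active = inhibition above the campaign mean plus 3 SD over all tested compounds, cut at about 24% in these data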;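 note: cytokine-independent growth of Ba/F3 cells driven by EpoR plus mutant JAK2; 0% = DMSO-treated cells and 100% = JAK inhibitor I control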
RBBP9 inhibitor: inhibitors of human serine hydrolase RBBP9; hit rate 0.2% among 220,000; recombinant RBBP9, FP-Rh probe fluorescence polarization; inhibition, % at 7.94 µM; O75884;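 active = inhibition above the campaign mean of all tested compounds plus 3 SD, cut at about 14% in these data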;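 note: plate controls were DMSO wells with RBBP9 for no effect and wells lacking RBBP9 protein for full effect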
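Measured by – fluorescence polarization · Test system – RBBP9 protein · Input – 2.5 µM RBBP9 dispensing solution, before mixing · Measure – percent inhibition from mP, scaled between DMSO and no-protein wells · Benchmarks – DMSO-treated enzyme wells and wells lacking RBBP9 · Times – preincubation 30 min plus labeling 45 min at 25 °C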
The depositor's hits bear a star; · = no result given.

SMILES	Runt-CBFb FRET	NPY-Y2 PAM-ag	NPY-Y1 PAM-ag	NPY-Y1 antag	S1P4 agonist	BaF3 tox	S1P4 antagonist	Ba/F3 V617F tox	RBBP9 inhibitor
O=C(N/N=C/c1ccc(Cl)cc1Cl)Nc1ccccc1	-3	-1	-35	14	-1.1	0	3	-5	1
C=CCN(C)CCCNC(=O)/C=N/O	0	-4	6	-3	4.1	7	-8	-3	-1
COc1ccc(N2C(=O)CC(N3CCN(S(=O)(=O)c4ccc(Cl)cc4)CC3)C2=O)cc1 (centres undefined)	-1	-2	34	-4	0.4	4	30*	-3	-6
Cc1cccc(OCC(=O)Nc2ccc3c(c2)OCO3)c1C	-2	-7	-22	-1	-0.4	4	-5	3	-10
COc1cc(S(=O)(=O)NCC2CCCO2)c(OC)cc1Cl (centres undefined)	-1	7	0	2	-2.7	1	-1	-1	2
COCc1nnc(NC(=O)CS(=O)(=O)Cc2ccccc2)s1	2	-12	-5	-2	-0.1	4	-21	1	-4
N#Cc1ccc(/C=C\c2nccc3c2[nH]c2ccccc23)cc1	17	0	-6	-3	13*	3	15	1	3
CN(CCc1ccccn1)C(=O)c1cccnc1Oc1ccccc1	2	-13	5	·	1.6	-1	6	-4	-6
O=C(CC(C(=O)N1CCc2ccccc21)n1ccnc1)N1CCc2ccccc2C1 (centres undefined)	1	0	-15	3	0.6	5	-17	0	-1
CSc1nsc(SCCN2C(=O)c3ccccc3C2=O)n1	1	-2	-6	2	0.1	2	-8	-1	2
CCCCNS(=O)(=O)c1ccc2nc(SCC(=O)Nc3cccc(F)c3)[nH]c2c1	-2	13	-11	1	5.3	6	-21	1	-18
O=C(CSC1=NCCS1)NC(c1ccccc1)c1ccccc1	5	4	16	0	1.1	2	-8	-3	0
Cc1cc(/C=N/NC(=O)CC2(C)OCCO2)c(C)n1-c1cc(Cl)cc(Cl)c1	-5	3	-20	3	-0.8	5	-12	3	-8
O=C(Nc1ccc(N2CCOCC2)c2nonc12)C1CCCC1	7	1	6	0	-0.1	0	4	-4	13
O=C(N/N=C/c1ccc(OC(=O)c2ccc3c(c2)OCO3)cc1)c1cncc(Br)c1	-1	3	-28	-3	1.1	0	-12	-1	-7
Cc1cccc(NC(=O)COC(=O)c2cccc3c2C(=O)c2ccccc2C3=O)c1C	-1	14	-11	2	-0.5	2	-12	-3	-5
CC[n+]1c(/C=C/N(C)c2ccccc2)oc2ccccc21	15	-6	-5	8	1.5	72*	-6	86*	3
COc1ccc(-n2c(=O)c3ccccc3n(CC(=O)Nc3ccccc3OC)c2=O)cc1	0	-2	-7	6	-1.5	5	-9	2	1
CNC(=S)N/N=C(\C)c1ccc(-n2ccnc2)cc1	2	6	-6	2	0.6	3	-2	-3	-8
CCOC(=O)c1c(O)c2cc(Cl)ccc2n(CC)c1=O	12	-21	-12	·	0.3	-6	3	0	-5
Cc1ccc(S(=O)(=O)c2nc(-c3ccccc3)oc2NCCCN2CCOCC2)cc1	0	3	2	3	1.7	6	-5	4	-8
CCn1ccnc1[C@@H]1C[C@H]2CN(Cc3cccc(Cl)c3)C(=O)[C@]23CCCN13	-2	-11	-24	-1	-0.9	9	1	7	-3
COC(=O)C1=C(C)N(c2cccc(Cl)c2)C(=O)C1	0	6	-3	4	-0.2	4	-2	-2	-9
COC(=O)c1c(C(=O)OC)c(-c2cccc(C)c2)n2c1CS(=O)(=O)C2	2	-8	-16	1	3.6	6	-4	2	-3
CC1=C(C(=O)OCCc2ccccc2)C(c2ccsc2)NC(=O)N1C (centres undefined)	-3	16	-9	-1	0.1	2	-2	-2	-3
NC(=O)c1cccnc1OCC(F)(F)F	0	-4	-2	·	1.6	0	8	-4	-3
Cc1cc(C(=O)NCCCN2CCN(C3CCCCC3)CC2)n(-c2ccccc2)n1	2	-10	-16	1	2.2	4	-26	1	-2
Cn1c(SCc2cccc3ccccc23)nnc1-c1ccco1	5	-7	-11	4	-0.3	4	-20	-2	-6
CN(C)CCNc1nc(-c2ccccc2)c2c(c1C#N)CC(C)(C)OC2	2	6	-21	14	-1.6	5	-17	-1	-4
Cc1cccc(OCc2nc(-c3ccccn3)n[nH]2)c1	3	2	-9	0	1.0	3	-12	3	-10
Cc1cc(C)n2cc(CSc3nnnn3-c3ccccc3C)nc2n1	-1	4	5	-7	-0.4	6	0	-2	-10
COc1cc(S(=O)(=O)Nc2ccc(C)cc2)ccc1N=Cc1c(C)c(C#N)c(=O)n(C)c1O	-236	-8	-13	15	-1.6	6	-23	1	-11
CCOC(=O)C1=C(c2ccc(OC)cc2)C(=O)c2ccccc2C1=O	0	5	-34	8	2.1	29*	-2	47*	5
CCOc1ccc(OCC)c(NC(=O)CCS(=O)(=O)c2ccc(Br)s2)c1	-1	1	20	8	-4.0	5	-4	-3	-2
NC(=O)C1(N2CCCCC2)CCN(C(=S)Nc2cc(F)cc(F)c2)CC1	0	-5	16	-3	1.7	19	-17	19	-2
O=C(Nc1cnn(Cc2ccc(Cl)c(Cl)c2)c1)c1nc2ncccn2n1	0	-8	10	2	1.2	5	5	3	-8
CC(NC(=O)COC(=O)c1ccc2ccccc2n1)C1CC2CCC1C2 (centres undefined)	-4	1	-13	1	-0.8	2	-5	1	0
Fc1ccc(C2CC(c3ccccc3)Nc3ncnn32)cc1 (centres undefined)	0	-2	-3	3	0.0	2	-11	-4	0
O=C1C2C3C=CC(CC3)C2C(=O)N1/N=C/c1c[nH]c2ccccc12 (centres undefined)	-1	5	11	4	-0.5	-3	-7	-2	2
Cc1ccnc(SCCn2c(N3CCC(C)CC3)nc3c2c(=O)[nH]c(=O)n3C)n1	3	0	-5	2	-2.3	8	-9	1	-6
COc1ccc2[nH]c3c(c2c1)CCn1c-3nc2sc(C(=O)Nc3ccccc3)c(C)c2c1=O	-155	6	11	0	3.4	4	-4	-4	-1
COC(=O)C1Sc2[nH]c(=O)sc2C2c3ccccc3OC(=O)C12 (centres undefined)	17	-15	-11	2	-1.4	4	-8	3	-2
CC1Cn2c(nc3sc4c(c3c2=O)CCC4)N1CCO (centres undefined)	4	27	3	-5	-0.2	6	-8	0	-2
CCCCN(C(C)=O)C1CC(=O)N(c2ccc(OCCC)cc2)C1=O (centres undefined)	1	13	11	·	-0.1	-1	-8	-3	0
Cn1c(-c2ccc(F)cc2)cnc1NCc1ccccc1	1	1	0	18	1.9	4	-2	0	-7
CCOC(=O)c1sc(NS(=O)(=O)c2ccc(F)cc2)nc1C	0	-8	2	5	-1.3	3	-16	-1	0
COc1cccc(OC)c1C(=O)Nc1cccc(-c2ccc3nncn3n2)c1	-2	-7	15	-4	-0.8	2	13	-1	-7
COc1cccc(NC(=O)CSc2nc3c(sc4ccccc43)c(=O)n2CCN(C)C)c1	4	-4	-11	10	0.0	0	5	1	-12
Cc1cccc(Nc2nc(N)nc(CCl)n2)c1C	3	-25	2	·	2.1	3	5	100*	5
CCOC(=O)N1CCN(S(=O)(=O)c2ccc(F)c(C(=O)Nc3cc(C)cc(C)c3)c2)CC1	-3	-1	21	-2	2.7	3	-15	-2	-4
COc1ccc(/C=C/C(=O)O)cc1S(=O)(=O)NCc1ccco1	1	19	7	·	2.3	-1	-5	-5	-9
CC(C)CNS(=O)(=O)c1ccc(CCC(=O)Nc2cc(Cl)ccc2Oc2ccccc2)cc1	1	2	21	-6	-4.7	4	13	-2	-27
COc1ccc(N2C(=O)C3CCCN3C2c2cccc(C)c2)cc1 (centres undefined)	0	-20	2	4	1.1	5	-5	-1	-4
O=C(O)c1cccc(NS(=O)(=O)c2cccc3nsnc23)c1	2	0	12	-1	0.9	0	-9	-3	2
O=C(CN1C(=O)c2cccc3cccc1c23)NCc1cccnc1	-2	-14	-12	-3	-0.1	3	14	2	-13
O=C1Nc2ccccc2/C1=C/C(=O)c1cccs1	10	12	-1	-3	0.1	2	38*	-3	-8
